LYP inhibition = inhibitors of LYP phosphatase, biochemical, fluorescence intensity, uHTS (AID 1779). one-dose inhibition, % at 11.5 µM; IC50 in µM for titrated hits. recombinant LYP phosphatase, fluorescence intensity; higher % means a stronger effect. 290,000 compounds, 0.054% hits;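 note: plate controls were vehicle with enzyme for no effect and no enzyme for full effect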
human PMI inhibition = MPI enzyme activity inhibition – biochemical, fluorescence intensity, coupled assay, primary screen (AID 1209); purified PMI enzyme, coupled fluorescence intensity; higher % means a stronger effect; one-dose inhibition, % at 20 µM; IC50 in µM for titrated hits; 190,000 compounds, 0.42% hits;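 note: plate controls were DMSO vehicle for no effect and wells lacking substrate for full effect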
KOR beta-arrestin-1 = KOR antagonists, beta-arrestin recruitment, cell-based, luminescence, uHTS (AID 1778); KOR beta-arrestin recruitment, luminescence, antagonist mode; higher % means a stronger effect; inhibition, % at 10 µM; hits with a dose series show IC50 in µM; 290,000 compounds, 0.091% hits; note: strong numbers were not always called active
TNAP activators = human TNAP enzyme activators, primary screen, biochemical, luminescent, no phosphate acceptor, uHTS (AID 1001) | activation fold at 20 µM; hits with a dose series show EC50 in µM | 200,000 compounds, 0.03% hits | purified TNAP, luminescent activation assay, no phosphate acceptor; higher activation fold means a stronger effect; in the data active = activation fold from about 3, or a potency from the dose series; inactive = the rest, 99 in 100 with activation fold below about 1.6; note: many of its hits are not listed in these tables
human PMI inhibitors = MPI inhibition at elevated mannose 6-phosphate – biochemical, fluorescence intensity, high mannose 6-phosphate, primary screen (AID 1220) | recombinant PMI enzyme, coupled fluorescence intensity; higher % means a stronger effect | inhibition, % at 20 µM, or IC50 in µM where a hit was titrated | 190,000 compounds, 0.66% hits
NOD1 NF-kB reporter = NOD1 signaling inhibitors, primary screen, cell-based, luminescence, uHTS (AID 1578). NOD1-driven NF-kB luciferase reporter cells, luminescence; higher % means a stronger effect. inhibition, % at 4 µM; hits with a dose series show EC50 in µM. 290,000 compounds, 1% hits; in the data active = inhibition mostly above about 36%, no sharp cut-off; inactive = mostly below about 34%;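 note: HEK-293T reporter cells stimulated with the NOD1 agonist gamma-tri-DAP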
HEK293 NOD2/NF-kB = NOD2 signaling inhibitors, cell-based, luminescence, uHTS, HEK293 (AID 1566); 290,000 compounds, 0.63% hits; HEK293 NOD2/NF-kB luciferase reporter, luminescence; higher % means a stronger effect; one-dose inhibition, % at 4 µM; EC50 in µM for titrated hits; note: many of its hits are not listed in these tables
KOR beta-arrestin-2 = kappa opioid receptor activators – cell-based, luminescence, uHTS, primary screen (AID 1777) | KOR beta-arrestin recruitment, luminescence; higher % means a stronger effect | 280,000 compounds, 0.02% hits | one-dose activation, % at 10 µM; EC50 in µM for titrated hits; in the data active = activation above about 50%, passing the limit was not always enough; note: a part of the inactive calls stands beside numbers as strong as those of hits
XIAP antagonists = small molecules displacing peptide from XIAP – biochemical, IAP family, fluorescence polarization (AID 1018). XIAP BIR domain, fluorescence polarization peptide displacement; higher % means a stronger effect. displacement, % at 20 µM, or IC50 in µM where a hit was titrated. 200,000 compounds, 0.007% hits; in the data active = displacement above about 50%; note: a part of the inactive calls stands beside numbers as strong as those of hits
* marks the source's active call; other numbers are inactive results; [ ] = dose if it differs, or a comment. Cut-off read from the data, not from the text of the source, unless noted: active = inhibition above about 50%; inactive = the rest. This is a subset. The share of hits here may be higher or lower than overall.

How did O=C(c1ccc2c(c1)OCO2)N1CCN(S(=O)(=O)N2CCCCC2)CC1 do in these assays?
LYP inhibition: -4%; KOR beta-arrestin-1: -2%; NOD1 NF-kB reporter: -27%; HEK293 NOD2/NF-kB: -3%; KOR beta-arrestin-2: -3.3%

Results for CC(C)CCNC(=O)c1ccc(OC2CCN(S(=O)(=O)N(C)C)CC2)cc1 ?
LYP inhibition: -3%; human PMI inhibition: 4%; KOR beta-arrestin-1: 17%; TNAP activators: 1; human PMI inhibitors: -1%; NOD1 NF-kB reporter: -22%; HEK293 NOD2/NF-kB: -31%; KOR beta-arrestin-2: -0.2%; XIAP antagonists: -5.1%

How did CCOc1ccc(Br)cc1S(=O)(=O)Nc1ccc(C(=O)OCC(=O)Nc2ccc(C#N)cc2)cc1 do in these assays?
LYP inhibition: 4%; human PMI inhibition: 5%; KOR beta-arrestin-1: -64%[20 µM]; TNAP activators: 1.1; human PMI inhibitors: 11%; NOD1 NF-kB reporter: -16%; HEK293 NOD2/NF-kB: -5%; KOR beta-arrestin-2: 2.1%; XIAP antagonists: -3.3%

What do the screens show for `COc1cc(NC(=O)c2cnn3c(C(F)F)cc(C4CC4)nc23)c(OC)cc1Cl`?
LYP inhibition: -12%; human PMI inhibition: 17%; KOR beta-arrestin-1: -13%; TNAP activators: 1; human PMI inhibitors: 20%; NOD1 NF-kB reporter: -22%; HEK293 NOD2/NF-kB: 4%; KOR beta-arrestin-2: -2.0%; XIAP antagonists: -4.6%

What do the screens show for `Cc1cc(C)cc(N2C(=O)CC(n3ccnc3)C2=O)c1` (stereo not given)?
LYP inhibition: -7%; human PMI inhibition: 3%; KOR beta-arrestin-1: -72%; TNAP activators: 1.1; human PMI inhibitors: -2%; NOD1 NF-kB reporter: -17%; HEK293 NOD2/NF-kB: -7%; KOR beta-arrestin-2: 6.8%; XIAP antagonists: 7.4%

What do the screens show for `O=C(O)c1ccc(Nc2nc(-c3cccnc3)cs2)cc1O`?
LYP inhibition: 0%; KOR beta-arrestin-1: -2%; NOD1 NF-kB reporter: -7%; HEK293 NOD2/NF-kB: 7%; KOR beta-arrestin-2: 8.4%

How did COC(=O)c1cc(C(=O)OCC(=O)NC2CCS(=O)(=O)C2)cc([N+](=O)[O-])c1 (stereo not given) do in these assays?
LYP inhibition: -8%; human PMI inhibition: -3%; KOR beta-arrestin-1: 5%; TNAP activators: 1; human PMI inhibitors: -3%; NOD1 NF-kB reporter: -11%; HEK293 NOD2/NF-kB: 12%; KOR beta-arrestin-2: -6.0%; XIAP antagonists: -2.3%

Results for CN(C)CCOC(=O)CC12CC3CC(C1)CC(CC(=O)OCCN(C)C)(C3)C2 ?
LYP inhibition: -3%; KOR beta-arrestin-1: -25%[20 µM]; TNAP activators: 1; NOD1 NF-kB reporter: 10%; HEK293 NOD2/NF-kB: -8%; XIAP antagonists: 1.3%

How did O=C(O)CC1SC(=Nc2cccc(C(F)(F)F)c2)NC1=O (stereo not given) do in these assays?
LYP inhibition: -1%; human PMI inhibition: -10%; KOR beta-arrestin-1: -16%; TNAP activators: 0.7; human PMI inhibitors: -13%; NOD1 NF-kB reporter: -8%; HEK293 NOD2/NF-kB: 19%; KOR beta-arrestin-2: -7.8%; XIAP antagonists: -2.4%

What do the screens show for `N#C/C(=C\c1ccc(-c2ccccc2C(=O)O)o1)c1nc2ccccc2[nH]1`?
LYP inhibition: -1%; KOR beta-arrestin-1: 6%; NOD1 NF-kB reporter: -4%; HEK293 NOD2/NF-kB: 5%; KOR beta-arrestin-2: -4.3%

Results for CN(C(=S)Nc1cccnc1)c1ccc(O)cc1 ?
LYP inhibition: -2%; human PMI inhibition: 59%*; KOR beta-arrestin-1: 8%; TNAP activators: 1; NOD1 NF-kB reporter: -13%; HEK293 NOD2/NF-kB: 7%; KOR beta-arrestin-2: 7.9%; XIAP antagonists: -18%

How did Cn1ccsc1=NC(=O)c1cccc(C#N)c1 do in these assays?
LYP inhibition: -5%; KOR beta-arrestin-1: -15%; NOD1 NF-kB reporter: -53%; HEK293 NOD2/NF-kB: -22%; KOR beta-arrestin-2: 0.5%

Results for Cc1c(C(=O)OCC(=O)N2CC(C)OC(C)C2)oc2ccc(Br)cc12 (stereo not given) ?
LYP inhibition: -10%; human PMI inhibition: 1%; KOR beta-arrestin-1: -17%; TNAP activators: 1.1; human PMI inhibitors: -7%; NOD1 NF-kB reporter: 12%; HEK293 NOD2/NF-kB: 8%; KOR beta-arrestin-2: 11%; XIAP antagonists: -3.4%

How did Cc1nn(-c2cccc(C(F)(F)F)c2)c(=O)c2ccccc12 do in these assays?
LYP inhibition: -6%; KOR beta-arrestin-1: -51%[20 µM]; NOD1 NF-kB reporter: -13%; HEK293 NOD2/NF-kB: 13%; KOR beta-arrestin-2: 1.7%

What do the screens show for `Nc1c2c(nc3sc4c(c13)CCCC4)CCCCCC2`?
LYP inhibition: -18%; human PMI inhibition: 18%; KOR beta-arrestin-1: -20%; TNAP activators: 1.3; human PMI inhibitors: -5%; NOD1 NF-kB reporter: -12%; HEK293 NOD2/NF-kB: -28%; KOR beta-arrestin-2: 0.1%; XIAP antagonists: 4.4%

What do the screens show for `O=S(=O)(Nc1cccc2ccccc12)c1cccs1`?
LYP inhibition: -5%; KOR beta-arrestin-1: 2%; NOD1 NF-kB reporter: -28%; HEK293 NOD2/NF-kB: 4%; KOR beta-arrestin-2: -2.7%

Results for C=CCn1c(SCc2cc([N+](=O)[O-])cc3c2OCOC3)nc2cc(C(=O)O)ccc2c1=O ?
LYP inhibition: 4%; KOR beta-arrestin-1: 32%; NOD1 NF-kB reporter: -1%; HEK293 NOD2/NF-kB: 21%; KOR beta-arrestin-2: 0.7%

How did Cc1noc(C)c1CN(C(=S)NC1CC2CCC1C2)c1ccccc1 (stereo not given) do in these assays?
LYP inhibition: -5%; human PMI inhibition: 6%; KOR beta-arrestin-1: -6%; TNAP activators: 1.1; human PMI inhibitors: 4%; NOD1 NF-kB reporter: 2%; HEK293 NOD2/NF-kB: 1%; KOR beta-arrestin-2: -1.1%; XIAP antagonists: -8.9%

What do the screens show for `CCOC(=O)COc1ccc(S(=O)(=O)NCc2ccco2)cc1`?
LYP inhibition: -4%; human PMI inhibition: -5%; KOR beta-arrestin-1: -16%; TNAP activators: 1; human PMI inhibitors: -15%; NOD1 NF-kB reporter: 4%; HEK293 NOD2/NF-kB: 10%; KOR beta-arrestin-2: 1.8%; XIAP antagonists: -9.7%

What do the screens show for `COC(=O)c1ccc(C(=O)OCc2nc3cc4ccccc4cc3[nH]2)cc1`?
LYP inhibition: -2%; human PMI inhibition: -3%; KOR beta-arrestin-1: 10%; TNAP activators: 1; human PMI inhibitors: 0%; NOD1 NF-kB reporter: -15%; HEK293 NOD2/NF-kB: 1%; KOR beta-arrestin-2: -1.5%; XIAP antagonists: -2.6%

Continued, starting with the last 3 of the part before.
How did Cc1noc(C)c1CN(C(=S)NC1CC2CCC1C2)c1ccccc1 (stereo not given) do in these assays?
LYP inhibition: -5%; human PMI inhibition: 6%; KOR beta-arrestin-1: -6%; TNAP activators: 1.1; human PMI inhibitors: 4%; NOD1 NF-kB reporter: 2%; HEK293 NOD2/NF-kB: 1%; KOR beta-arrestin-2: -1.1%; XIAP antagonists: -8.9%

What do the screens show for `CCOC(=O)COc1ccc(S(=O)(=O)NCc2ccco2)cc1`?
LYP inhibition: -4%; human PMI inhibition: -5%; KOR beta-arrestin-1: -16%; TNAP activators: 1; human PMI inhibitors: -15%; NOD1 NF-kB reporter: 4%; HEK293 NOD2/NF-kB: 10%; KOR beta-arrestin-2: 1.8%; XIAP antagonists: -9.7%

What do the screens show for `COC(=O)c1ccc(C(=O)OCc2nc3cc4ccccc4cc3[nH]2)cc1`?
LYP inhibition: -2%; human PMI inhibition: -3%; KOR beta-arrestin-1: 10%; TNAP activators: 1; human PMI inhibitors: 0%; NOD1 NF-kB reporter: -15%; HEK293 NOD2/NF-kB: 1%; KOR beta-arrestin-2: -1.5%; XIAP antagonists: -2.6%

What do the screens show for `COc1ccc(OCCCC(=O)Nc2cccc(C(C)=O)c2)cc1`?
LYP inhibition: -2%; human PMI inhibition: 4%; KOR beta-arrestin-1: -15%; TNAP activators: 1; human PMI inhibitors: 2%; NOD1 NF-kB reporter: -3%; HEK293 NOD2/NF-kB: -10%; KOR beta-arrestin-2: -2.8%; XIAP antagonists: -7.8%

How did COc1ccccc1Oc1ncnc2sccc12 do in these assays?
LYP inhibition: -7%; human PMI inhibition: 1%; KOR beta-arrestin-1: -6%; TNAP activators: 1.1; human PMI inhibitors: 0%; NOD1 NF-kB reporter: -24%; HEK293 NOD2/NF-kB: 14%; KOR beta-arrestin-2: -2.7%; XIAP antagonists: -10%

Results for CC(=O)COC(=O)CNC(=O)c1ccc(Br)cc1 ?
LYP inhibition: -4%; human PMI inhibition: -2%; KOR beta-arrestin-1: -4%; TNAP activators: 1.1; human PMI inhibitors: -2%; NOD1 NF-kB reporter: -29%; HEK293 NOD2/NF-kB: 13%; KOR beta-arrestin-2: -8.5%; XIAP antagonists: -21%

How did CSCC[C@H](N)C(=O)NCC1CCC(C(=O)Nc2ccc3c(c2)OCO3)CC1 (stereo not given in full) do in these assays?
LYP inhibition: -14%; KOR beta-arrestin-1: 15%[20 µM]; NOD1 NF-kB reporter: -2%; HEK293 NOD2/NF-kB: 12%; KOR beta-arrestin-2: 2.4%

What do the screens show for `CCOc1ccc2[nH]c(=O)c(C(c3nnnn3CCOC)N3CCOCC3)cc2c1` (stereo not given)?
LYP inhibition: -15%; human PMI inhibition: -1%; KOR beta-arrestin-1: 8%; TNAP activators: 1; human PMI inhibitors: -4%; NOD1 NF-kB reporter: -7%; HEK293 NOD2/NF-kB: 10%; KOR beta-arrestin-2: -0.2%; XIAP antagonists: -6.7%

What do the screens show for `CCN1CCC2(CCN(Cc3cn[nH]c3-c3ccc(OC)c(F)c3)C2)C1` (stereo not given)?
LYP inhibition: -4%; human PMI inhibition: 9%; KOR beta-arrestin-1: -7%; TNAP activators: 0.8; human PMI inhibitors: 1%; NOD1 NF-kB reporter: -24%; HEK293 NOD2/NF-kB: 6%; KOR beta-arrestin-2: -4.5%; XIAP antagonists: -10%

Results for CCOC(=O)CC1CCCCN1C(=O)CCCn1nnnc1CN1CCOCC1 (stereo not given) ?
LYP inhibition: -5%; KOR beta-arrestin-1: -19%; NOD1 NF-kB reporter: -12%; HEK293 NOD2/NF-kB: 5%; KOR beta-arrestin-2: 5.7%

How did CC(NC(=O)CCc1nnc(C2CCCCC2)o1)c1ccc(F)cc1 (stereo not given) do in these assays?
LYP inhibition: -2%; human PMI inhibition: 4%; KOR beta-arrestin-1: -18%; TNAP activators: 1.1; human PMI inhibitors: -1%; NOD1 NF-kB reporter: -37%; HEK293 NOD2/NF-kB: 6%; KOR beta-arrestin-2: -1.1%; XIAP antagonists: -14%

How did CCNC(=O)NC(=O)C(C)Sc1ccc2c(c1)OCCO2 (stereo not given) do in these assays?
LYP inhibition: -7%; human PMI inhibition: 2%; KOR beta-arrestin-1: -2%; TNAP activators: 1.1; human PMI inhibitors: -3%; NOD1 NF-kB reporter: 4%; HEK293 NOD2/NF-kB: 5%; KOR beta-arrestin-2: -8.5%; XIAP antagonists: -5.2%

What do the screens show for `CCOC(=O)c1c(S(=O)(=O)NCC(C)c2ccccc2)c(C)n(C)c1C` (stereo not given)?
LYP inhibition: -3%; KOR beta-arrestin-1: 4%; NOD1 NF-kB reporter: -4%; HEK293 NOD2/NF-kB: 9%; KOR beta-arrestin-2: 3.4%

From PubChem
